Source: PubChem BioAssay (several laboratories)
HSF1 inhib = HSF1 inhibition. activity change, negative = inhibition, % at 7.5 µM (by protocol). NIH3T3-HGL HSE-luciferase, MG132-induced, luminescence 8 h; active compounds read low. hit rate 0.77% among 300,000;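 active means more than half of replicate wells show activity change below -50%, luminescence cut by over half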;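 further: luciferase reports HSF-1 transcriptional activity via heat shock element; 0% = median of DMSO wells and -100% = zero luminescence signal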
Platelet DG rel = modulates dense granule release in human platelets; human platelet-rich plasma, SFLLRN dense granule ATP release, luminescence; inhibition, %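 (compounds screened at 7.5 µM in platelet-rich plasma)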; hit rate 0.22% among 300,000; AID 1663;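 active means mean replicate score, as percent of positive control, at or above 50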
HSP90 inh = HSP90 refolding inhibition in rabbit reticulocyte lysate; AID 1789; luciferase refolding luminescence, 3 h; inhibition, % at 5.6 µM; hit rate 0.91% among 290,000;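 active means inhibition above the screen-wide mean plus 3 SD, computed separately per campaign, cut at about 16% in these data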;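 further: 0% = DMSO wells and 100% = 60 µM geldanamycin wells; inhibitors lower the luminescence because luciferase stays unfolded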
IEC-6 cytotox = IEC-6 cytotoxicity, counter-screen for KLF5 inhibitors. inhibition, % at 5 µM. AID 1825. hit rate 0.78% among 290,000. luminescence viability; in the data active means inhibition above about 22%;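 further: 0% = plate median of test compound wells and 100% = cytotoxic reference compound wells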
HIF activator = HIF pathway transcriptional activation. U2OS HRE-luciferase reporter, luminescence; normalized: DMSO 0%, desferrioxamine 100%. activation, % at 7.5 µM (by protocol). hit rate 0.32% among 300,000. AID 1910;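 active means mean activation of at least 10% of the iron chelator positive control signal, with at least half of replicates also reaching 10%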
KLF5 inhibitor = kruppel-like factor 5 inhibition. DLD-1 KLF5 promoter-luciferase reporter, luminescence. inhibition, % at 5 µM. hit rate 0.23% among 290,000. AID 1700;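 active means inhibition above a per-plate limit of that plate's mean compound inhibition plus 3 SD, cut at about 60% in these data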;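 further: 0% = DMSO wells and 100% = LY294002 at 200 µM; higher means less KLF5 promoter-driven luciferase light; inactives centre near -14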
AI-2 QS mod = modulates the Vibrio harveyi AI-2 quorum sensing system; activity change, % at 7.5 µM; Vibrio harveyi JMH597 AI-2 luminescence/OD600 ratio, 9 h; active compounds read low; strain lacks LuxN and CqsS sensors; 0 = neutral-control median; AID 2094; hit rate 0.4% among 300,000; in the data active means activity change below about -75%, passing the limit was not always enough;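 further: luminescence divided by OD600 gain over 9 h not by final OD600 alone; inactives centre near 13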
aSyn 5UTR inh = 5' untranslated region of α-synuclein, MLPCN primary screen; alpha-synuclein 5'UTR reporter, inhibitor activity; inhibition, % (tested at 7.5 µM); hit rate 0.82% among 300,000; in the data active means inhibition above about 60%;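 further: H4 neuroglioblastoma cells stably carrying SNCA 5'UTR luciferase fusion; 0% = DMSO wells and 100% = positive control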
HSF1 activator = increases HSF-1 driven luciferase reporter signal | NIH3T3-HGL HSF-1 luciferase reporter, MG132, 8 h; 100% = twice DMSO control signal | hit rate 1.7% among 300,000 | AID 504408 | activation, % at 9 µM;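 active means mean replicate activation of at least 50% with a set share of replicates each reaching 50%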;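 further: 0% = median of the neutral control wells and 100% = twice that signal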
SKKanGAS inh = inhibitors of SKKanGAS S. pyogenes growth in kanamycin (SK-promoter or general growth effect) | inhibition, % at 7.5 µM | BacTiter-Glo, 6 h | hit rate 1.3% among 300,000 | AID 1662;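 active means mean replicate score, as percent of positive control median, at least 50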;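 further: strain carries kanamycin resistance gene driven by streptokinase promoter and grows in 40 µg/ml kanamycin; loss of luminescence reflects streptokinase promoter inhibition or plain growth inhibition; 0% = median of DMSO wells and 100% = positive control at its reference dose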
Active calls of the source: *; . = no result given.

SMILES	HSF1 inhib	Platelet DG rel	HSP90 inh	IEC-6 cytotox	HIF activator	KLF5 inhibitor	AI-2 QS mod	aSyn 5UTR inh	HSF1 activator	SKKanGAS inh
c1c2c(cc3sc(N4CCCCC4)nc13)OCO2	12	18	25*	4	-0.4	-100	13	-16	25	3
Cc1cccc2c1nc(-c1ccccc1)n1cnnc21	-12	2	-2	0	-0.7	11	7	10	3	10
CN(CCc1ccccn1)C(=O)c1ccc(OC2CCN(CCc3ccccc3)CC2)cc1	2	3	5	5	1.2	-11	4	-34	-6	2
Cc1c(C(=O)c2ccc(Br)cc2)c(=O)n(C)c(=O)n1C	3	1	2	-13	-0.3	-35	20	6	-12	-2
COc1ccc(O)c(C(=O)c2cc(C#N)c(=O)n(Cc3ccccc3)c2)c1	6	9	3	-2	0.1	-7	10	-15	0	5
CCCn1c(=O)n(N)c2ccccc21	2	2	3	2	0.4	-3	19	-29	10	-4
COc1cccc(S(=O)(=O)NCc2ccc(C(=O)N3CCN(c4ccccc4OC)CC3)cc2)c1	5	-2	1	1	-0.5	-14	5	-7	-2	6
CN(C)S(=O)(=O)c1ccc(Cl)c(NC(=O)CSc2nc3c(cc2C#N)C(=O)CCC3)c1	-3	10	-1	3	0.0	-7	6	8	6	6
CC(C)CCOP(=O)(c1ccc(N(C)C)cc1)C(O)c1ccccc1 (configuration not stated)	5	-2	-3	-6	0.0	-36	37	-6	6	-9
Cc1ccc(-n2nc3c(N4CCC(C(=O)NCCc5ccco5)CC4)nnc(C)c3c2C)cc1	-5	-1	-2	10	-0.6	-11	32	34	-14	2
CCCCN(C)C(=O)c1coc(=O)c2ccccc12	-3	4	1	0	-0.7	-26	13	-2	0	0
Cc1cc(C)c(S(=O)(=O)N2CCCCC2CCNC(=O)C(=O)NCc2ccco2)c(C)c1 (configuration not stated)	1	0	.	.	0.8	.	12	-8	11	-4
C=C(C)Cn1c(SCC(=O)N/N=C/c2cccc(O)c2)nc2ccccc2c1=O	9	4	-4	3	2.4	10	36	-2	14	2
Cc1cc(C)n(-c2nc3ccccc3nc2N2CCN(S(=O)(=O)c3ccc(F)c(C)c3)CC2)n1	0	-3	-1	-1	-0.2	-15	16	6	0	29
O=C(Cn1nnc(-c2ccccc2F)n1)OCC(=O)c1ccccc1	-2	0	1	0	-1.0	2	5	18	4	-2
O=C(Nc1c(C(=O)N2CCOCC2)cnn1-c1ccccc1)c1ccc([N+](=O)[O-])cc1	0	1	-1	-1	0.1	6	7	4	-8	1
Cc1ccc(NC(=O)CN(C)C(=O)COC(=O)COc2ccc(C#N)cc2)cc1	0	-17	.	.	0.0	.	14	-2	-17	-4
CC(C)C[C@@H](CO)N1CCN(CCCc2ccccc2)CCC1=O	1	1	-10	2	1.0	-8	27	3	-1	1
Cc1ccnc(SCc2cc(=O)c(OC(=O)c3ccc(S(=O)(=O)N4CCCC4)cc3)co2)n1	-5	-4	-4	-9	-0.4	-29	22	-6	-5	3
CC(C)CC1(C(=O)O)NC(c2ccccc2O)C2C(=O)N(C(C)C)C(=O)C21 (configuration not stated)	-7	-3	2	7	.	-23	30	-34	5	-4
O=C(Nc1ccccc1)N(Cc1ccccc1)CC(O)C(F)(F)F (configuration not stated)	10	0	-7	-1	-0.1	-34	28	-11	18	-4
CCN1CCN(C(=O)C2CCC(CNS(=O)(=O)c3ccccc3)CC2)CC1 (configuration not stated)	-10	-17	1	-2	0.5	-12	32	14	-2	-1
CN(C)S(=O)(=O)c1cccc(-c2nnc(SCC(=O)NCCCCCC(=O)O)n2-c2ccc(F)cc2)c1	4	3	0	-5	1.0	-16	14	-9	-12	-1
CCCSc1nsc(NC(=O)CC)n1	8	4	9	1	2.3	-99	45	-135	27	6
O=C(O)c1cccc(-c2ccc(/C=N/Nc3nn[nH]n3)o2)c1	-11	-5	-3	-12	1.5	-27	14	-35	-5	-11
O=C(NCCOc1ccccc1)c1ncn[nH]1	-8	0	-2	-5	0.0	5	22	-13	-15	0
O=C(CSc1n[nH]c(-c2ccncc2)n1)c1cccc([N+](=O)[O-])c1	3	4	4	3	0.1	-17	34	19	0	11
Cn1c2ccccc2n2c(=O)c(=O)n(CC(=O)c3ccc(F)cc3)nc12	-8	-1	1	-1	.	-11	5	6	21	-8
CC(C)(CO)NCc1cc(Br)ccc1OCc1ccccc1	-9	1	3	-3	0.3	-28	9	0	-6	-2
Cn1cccc1/C=N/NC(=O)CSc1nc2ccccc2n1C	-30	-22	3	-4	-0.4	-9	17	6	-44	20

In the list so far, 11 have a carbonyl joined to an NH by a bond outside any ring:
SMILES	HSF1 inhib	Platelet DG rel	HSP90 inh	IEC-6 cytotox	HIF activator	KLF5 inhibitor	AI-2 QS mod	aSyn 5UTR inh	HSF1 activator	SKKanGAS inh
CN(C)S(=O)(=O)c1ccc(Cl)c(NC(=O)CSc2nc3c(cc2C#N)C(=O)CCC3)c1	-3	10	-1	3	0.0	-7	6	8	6	6
Cc1ccc(-n2nc3c(N4CCC(C(=O)NCCc5ccco5)CC4)nnc(C)c3c2C)cc1	-5	-1	-2	10	-0.6	-11	32	34	-14	2
Cc1cc(C)c(S(=O)(=O)N2CCCCC2CCNC(=O)C(=O)NCc2ccco2)c(C)c1 (configuration not stated)	1	0	.	.	0.8	.	12	-8	11	-4
C=C(C)Cn1c(SCC(=O)N/N=C/c2cccc(O)c2)nc2ccccc2c1=O	9	4	-4	3	2.4	10	36	-2	14	2
O=C(Nc1c(C(=O)N2CCOCC2)cnn1-c1ccccc1)c1ccc([N+](=O)[O-])cc1	0	1	-1	-1	0.1	6	7	4	-8	1
Cc1ccc(NC(=O)CN(C)C(=O)COC(=O)COc2ccc(C#N)cc2)cc1	0	-17	.	.	0.0	.	14	-2	-17	-4
O=C(Nc1ccccc1)N(Cc1ccccc1)CC(O)C(F)(F)F (configuration not stated)	10	0	-7	-1	-0.1	-34	28	-11	18	-4
CN(C)S(=O)(=O)c1cccc(-c2nnc(SCC(=O)NCCCCCC(=O)O)n2-c2ccc(F)cc2)c1	4	3	0	-5	1.0	-16	14	-9	-12	-1
CCCSc1nsc(NC(=O)CC)n1	8	4	9	1	2.3	-99	45	-135	27	6
O=C(NCCOc1ccccc1)c1ncn[nH]1	-8	0	-2	-5	0.0	5	22	-13	-15	0
Cn1cccc1/C=N/NC(=O)CSc1nc2ccccc2n1C	-30	-22	3	-4	-0.4	-9	17	6	-44	20

Further compounds:
SMILES	HSF1 inhib	Platelet DG rel	HSP90 inh	IEC-6 cytotox	HIF activator	KLF5 inhibitor	AI-2 QS mod	aSyn 5UTR inh	HSF1 activator	SKKanGAS inh
CCC(=O)Nc1c2c(nn1-c1ccc(C)cc1C)CSC2	19	-2	-3	-1	-1.0	-13	5	14	37	6
CC1=C(C(=O)N2CCCCC2)C(c2cccs2)C2=C(CCCC2=O)N1 (configuration not stated)	-11	-14	-1	-6	-0.2	-8	-4	6	6	-12
O=c1c2ccccc2nc(COc2ccccc2)n1/N=C/c1ccc(O)cc1O	4	4	-3	7	61*	-3	56	27	0	12
COc1ccccc1CCNC(=O)CCn1c(=O)c2cccn2c2ccc(F)cc21	5	4	-4	-3	-0.1	-11	9	4	8	33
CCOC(=O)c1c(-c2ccncc2)csc1N	-5	-3	-1	4	-0.3	2	0	3	7	4
O=C(Nc1ccc2c(c1)OCCO2)C1CCCN(S(=O)(=O)c2cccnc2)C1 (configuration not stated)	-9	5	-5	-1	-0.1	1	18	-20	-12	-2
CCN(CC)CCCNC(=O)C1CCN(C(=O)c2oc3cc4sc(N(C)C)nc4cc3c2C)CC1	3	0	-1	-4	1.9	-43	13	-51	-11	-1
O=C(CSc1ccc2nnc(-c3ccncc3)n2n1)Nc1ccccc1F	1	1	-3	-5	0.0	-16	44	14	8	-6
O=C(CSc1nnc(-c2ccc(F)cc2)c2ccccc12)NCC1CCCO1 (configuration not stated)	16	1	1	2	-0.6	14	13	10	22	11
CCc1noc(C)c1C(=O)OCC(=O)c1ccccc1OC	-5	10	-2	-4	-0.5	-15	20	0	3	39
CC(C)Cc1ccc(CN2CCCC(NC(=O)CCN3CCOCC3)C2)cc1 (configuration not stated)	0	5	-9	-14	-0.2	-28	9	4	-3	9
CC(=O)Nc1ccc(NC(=O)C2CCCN(c3nnc(-n4cccc4)s3)C2)cc1 (configuration not stated)	4	10	0	-3	0.1	-18	12	-2	7	0
CCN(Cc1ccccc1)C(=O)COC(=O)c1cc(S(=O)(=O)Nc2c(C)n(C)n(-c3ccccc3)c2=O)ccc1C	-7	-4	-2	5	-1.1	4	20	19	-11	4
COc1nc(OC)nc(N2CCC(C(=O)NCC3CCCCC3)CC2)n1	-6	-2	-1	-4	-0.2	-20	20	-3	7	6
CCN(CC)CCCNC(=O)/C=C/C(=O)O	-5	-18	1	-6	0.0	-30	25	-18	-6	-3
CN(N)C(=S)NCc1ccccc1	-8	-10	1	-9	-0.6	-25	0	2	11	-9
Cc1ccc(Nc2ncnc3c2cnn3C)c(C)c1	-9	-4	-3	-16	0.2	-21	0	21	5	-2
CC1(N2CCOCC2)CC2(O)C(=[N+]1[O-])CCc1nonc12 (configuration not stated)	-4	4	3	3	-1.2	-17	13	25	17	1
Cn1c(=O)c2cc(S(=O)(=O)NCCC(=O)NCc3ccccc3Cl)ccc2n(C)c1=O	-1	5	-1	3	-0.6	-51	23	13	7	-2
COCCNC(=S)NC1CC2CCCC(C1)N2Cc1cccs1 (configuration not stated)	-5	-5	3	11	-0.2	14	47	13	16	1
Cc1ccccc1NC(=O)C(C#N)Cc1cccnc1 (configuration not stated)	1	10	1	5	0.1	20	21	-2	-6	-2
Cn1c(SCC(=O)Nc2ccc3c(c2)OCCO3)nnc1-c1ccccn1	-9	0	3	0	-0.2	-38	3	-5	-25	9
CNC(=O)COC(=O)CCC(=O)c1cccs1	-9	-3	5	1	0.3	0	14	10	2	-5
COc1cc(OC)c(OC)cc1CNc1cc(C)ccc1OC	-4	4	-1	0	0.1	-6	25	11	-14	-7
O=C1c2ccccc2C(=O)N1CC1c2ccccc2CCN1C(=O)C1CCCCC1 (configuration not stated)	2	-2	3	0	-0.3	5	30	-17	22	-1
CCOc1ccc(S(=O)(=O)Nc2cccc(N(C)S(C)(=O)=O)c2)cc1	-5	-1	1	-1	-0.6	-46	14	39	-18	-2
CCC(C(=O)Nc1c2c(nn1C(C)(C)C)CS(=O)(=O)C2)c1ccccc1 (configuration not stated)	3	-3	-3	2	0.3	-16	15	-22	-3	1
